PI4K2A block: qHTS for small molecular inhibitors of PI4K2A. purified PI4K2A, ADP-Glo luminescence, 1 h; hits give low values. activity change, negative = inhibition, % at 76.9 µM. hit rate 0.13% among 420,000. AID 1346378, 2018; in the data active = activity change below about -50%; inconclusive = mostly about -30% to -49%;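 note: -100% = wells without enzyme as full effect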
Target sequence (Q9BTU6 whole entry, looked up): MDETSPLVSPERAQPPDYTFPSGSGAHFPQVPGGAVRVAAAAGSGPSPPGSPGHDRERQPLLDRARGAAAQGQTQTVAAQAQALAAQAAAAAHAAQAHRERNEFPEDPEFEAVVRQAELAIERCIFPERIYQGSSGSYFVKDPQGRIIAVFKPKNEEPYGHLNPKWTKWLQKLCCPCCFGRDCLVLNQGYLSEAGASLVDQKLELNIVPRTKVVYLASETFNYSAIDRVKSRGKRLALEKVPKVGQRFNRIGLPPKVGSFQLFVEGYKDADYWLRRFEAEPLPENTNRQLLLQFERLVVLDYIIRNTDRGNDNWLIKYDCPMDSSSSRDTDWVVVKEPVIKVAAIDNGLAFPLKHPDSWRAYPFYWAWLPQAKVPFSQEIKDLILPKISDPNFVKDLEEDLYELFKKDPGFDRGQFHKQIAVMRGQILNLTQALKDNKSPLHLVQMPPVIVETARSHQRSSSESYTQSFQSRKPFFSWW
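ADP-Glo luminescence measured ADP generated by PI4K2A enzyme (4 ug/mL before mixing) with 1.2 mM PI substrate (pre-mix) and 300 microM ATP (pre-mix). Tris pH7.5 buffer with MgCl2, Triton X-100; 1 h reaction at ambient temperature.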
Active calls of the source: *; ? = inconclusive. A portion of the library; the hit share may differ from the screen's.

SMILES	PI4K2A block
OC(c1ccccc1)(c1nc(-c2csc3ccccc23)cs1)C(F)(F)F (stereo unspecified)	4
CN1C(=O)C[C@@](C#N)(C(=O)N2CCOCC2)[C@H]1c1ccccc1	-5
O=C(CSc1nnc(-c2ccccc2)n1-c1ccccc1)Nc1ccc(Oc2ccccc2)cc1	3
CC(=O)Nc1cncc(-c2ccc(CN(C)C)cc2)n1	-5
Cc1ccc(C)c(NC(=O)CCS(=O)(=O)c2ccccc2)c1	-2
COc1cccc(-c2cnc(C(O)c3ccc(Cl)cc3C)[nH]2)c1 (stereo unspecified)	1
CCCCn1nnnc1C(c1cc2ccccc2o1)N1CCCN(C(=O)OC(C)(C)C)CC1 (stereo unspecified)	-2
CCOc1ccc(-n2c(SCC(=O)Nc3ccc(S(=O)(=O)Nc4cc(C)nc(C)n4)cc3)nnc2-c2ccncc2)cc1	-4
COCCNC(=O)C1(C)CCCN(CCSc2ccccc2)C1 (stereo unspecified)	1
CCOc1ccc(/C=N/n2c(-c3n[nH]c4c3CCC4)n[nH]c2=S)cc1	4
CC(C)C[C@H]1CNC(=S)N1C[C@H]1CCCN1C[C@H](CC(C)C)N1C[C@H](Cc2ccc(O)cc2)N(CC2CCCCCC2)C1=S	-3
CC(C)C[C@H]1CN([C@@H](CC(C)C)CN2CCCC2CN2C(=S)NC[C@@H]2Cc2ccccc2)C(=S)N1CCc1ccccc1 (stereo partly specified)	8
Cc1ccc(C(=O)Nc2c(-c3ccc(Cl)cc3)[nH][nH]c2=O)cc1	?
CNc1nc(N)c([N+](=O)[O-])c(Nc2ccccc2)n1	-4
N#Cc1cccc(NC(=O)OC2CC3CC2[C@H]2CCCCN2[C@H]3Cc2ccccc2)c1 (stereo partly specified)	-5
C=CCOC(=O)N1CCC(NS(=O)(=O)c2ccc3c(c2)CCN3C(C)=O)CC1	-2
Cc1ccc(NC(=O)OC2CCC23CCCCC3)cc1 (stereo unspecified)	4
CCc1nc2c(OCC(=O)N3CCOCC3)cccn2c1N(C)C(=O)COc1ccccc1	-5
O=C1NC[C@H](CCCCN2C[C@H](Cc3ccccc3)N(CCc3ccc(O)cc3)C(=O)C2=O)N(CC2CCCCC2)C1=O	2
COc1cccc(Cn2c3ccc(NC(=O)CC(C)C(F)(F)F)cc3c(=O)n2C)c1 (stereo unspecified)	0
CC(=O)NC(C)(c1ccccc1)c1nc(-c2cnc3ccccc3c2)cs1 (stereo unspecified)	-9
CCS(=O)(=O)NC(=O)C1(C)CCN1C(=O)C1(c2ccc(Cl)cc2)CC1 (stereo unspecified)	3
C#C[C@]1(O)CC[C@H]2[C@@H]3[C@H](C)CC4=C(CCC(=O)C4)[C@H]3CC[C@@]21C	-3
CC(O)(c1ccc(F)c(F)c1)c1nc(-c2cc3ccccc3o2)cs1 (stereo unspecified)	-1
C=C1C(C(C)C)N(C)C2=NC(c3ccccc3)CC(=O)N12 (stereo unspecified)	-1
CCCNC(=O)C1(C)CCCN(Cc2ccc3c(c2)OCO3)C1 (stereo unspecified)	-1
O=S1(=O)C[C@@H](N2CCN(CC3CC3)CC2)[C@H](COCc2ccccc2)N1	0
CC1(C(=O)NS(=O)(=O)c2ccc3c(c2)CCO3)CCN1C(=O)Cc1ccc(-c2ccccc2)cc1 (stereo unspecified)	1
CCNC(=O)c1cc2c(c(-c3cccc(-c4cccc(C(=O)N(C)C)c4)c3)n1)[C@H](CCO)N(S(=O)C(C)(C)C)C2 (stereo partly specified)	-4
c1nc(NCC2CCCOC2)c2cc(-c3ccc4c(c3)OCO4)ccc2n1 (stereo unspecified)	-10
Cc1ccc(-c2nc3ccc(Br)cn3c2Cc2ccsc2)cc1	-5
C=CCNc1ncnc2c1ncn2[C@H]1CN(Cc2cc(OC)c(OC)c(OC)c2)C[C@@H](CO)O1	-2
FC(F)(F)c1cc(Cc2nc3ccccc3n2C(CCc2ccccc2)c2nc3ccccc3[nH]2)cc(C(F)(F)F)c1 (stereo unspecified)	-2
CCOC(=O)C1(C)CCCN(C(=O)c2c(F)cccc2F)C1 (stereo unspecified)	-5
Brc1ccc(-c2csc(N3CCNCC3)n2)cc1	-6
N#CCC[C@@H]1CC[C@]2(CCCN(C(=O)C3CCCC3)C2)O1	2
CC(C)C[C@@H]1COc2cc(N3CC[C@H](O)C3)ccc2S(=O)(=O)N1	0
Cc1cnc(CNC(=O)c2ccc3sc([C@H]4C[C@H](O)[C@@H](CO)O4)nc3c2)cn1	-2
COc1ccc(-c2oc3c(c2C(=O)OCCO)C(OCCO)CCC3)cc1 (stereo unspecified)	1
CCC(OC(=O)c1ccc(S(C)(=O)=O)c([N+](=O)[O-])c1)C(=O)NC1C2CC3CC(C2)CC1C3 (stereo unspecified)	2

Among those listed so far, these contain fluorine.
SMILES	PI4K2A block
OC(c1ccccc1)(c1nc(-c2csc3ccccc23)cs1)C(F)(F)F (stereo unspecified)	4
COc1cccc(Cn2c3ccc(NC(=O)CC(C)C(F)(F)F)cc3c(=O)n2C)c1 (stereo unspecified)	0
CC(O)(c1ccc(F)c(F)c1)c1nc(-c2cc3ccccc3o2)cs1 (stereo unspecified)	-1
FC(F)(F)c1cc(Cc2nc3ccccc3n2C(CCc2ccccc2)c2nc3ccccc3[nH]2)cc(C(F)(F)F)c1 (stereo unspecified)	-2
CCOC(=O)C1(C)CCCN(C(=O)c2c(F)cccc2F)C1 (stereo unspecified)	-5

Reprinted at random: four compounds from above
SMILES	PI4K2A block
COc1ccc(-c2oc3c(c2C(=O)OCCO)C(OCCO)CCC3)cc1 (stereo unspecified)	1
C=CCNc1ncnc2c1ncn2[C@H]1CN(Cc2cc(OC)c(OC)c(OC)c2)C[C@@H](CO)O1	-2
CCC(OC(=O)c1ccc(S(C)(=O)=O)c([N+](=O)[O-])c1)C(=O)NC1C2CC3CC(C2)CC1C3 (stereo unspecified)	2
FC(F)(F)c1cc(Cc2nc3ccccc3n2C(CCc2ccccc2)c2nc3ccccc3[nH]2)cc(C(F)(F)F)c1 (stereo unspecified)	-2

Carrying on.
SMILES	PI4K2A block
Cc1nc(N2CCN(C(=O)C3CC3)CC2)c2c3c(sc2n1)CC(C)CC3 (stereo unspecified)	0
CC(=O)Nc1cc(-c2cccc(C(=O)NCCN(C)C)c2)cn2c(-c3ccc(S(C)(=O)=O)cc3)cnc12	4
Cn1c(SCC2CCCCC2)nnc1-c1ccco1	-12
CCOc1cc(OCC)cc(C(=O)N2CCC[C@H]2C(=O)N2CCC[C@H]2C(=O)NCc2ccccn2)c1	3
COc1cc(CN2CCC(C(=O)NC(c3ccc(F)cc3)c3ncccc3C)CC2)cc(OC)c1 (stereo unspecified)	-3
C[C@H]1[C@H](N)CC[C@@]23CCCN2C(=O)CCC[C@@H]13	6
CC(C)C[C@H]1CN([C@@H](Cc2ccccc2)CN2CCC[C@@H]2CN2C(=O)C(=O)NC[C@@H]2Cc2ccc(O)cc2)C(=O)C(=O)N1CC1CCCCC1	0
OC(c1ccccc1)c1nc(/C=C/c2ccccc2)cs1 (stereo unspecified)	-3
O=C(NCC1COc2ccccc2O1)c1ccc(NC(=O)C(Cl)Cl)cc1 (stereo unspecified)	-3
Cc1cc(Cl)ccc1C(O)c1ncc(-c2ccccc2C(F)(F)F)[nH]1 (stereo unspecified)	1
O=C1c2ccccc2C(c2nnnn2Cc2ccccc2)N1CCc1c[nH]c2ccccc12 (stereo unspecified)	-4
CN(C)CCCNc1nc2cc(-c3cnn(Cc4ccccc4)c3)sc2c(=O)n1C	?
Cc1ccc(Cl)cc1-c1cc(C(=O)NCc2cccc(Cl)c2)[nH]n1	-2
Cc1ccc(-c2cc(-c3nnc(SCC(=O)N4c5ccccc5Sc5ccccc54)n3N)[nH]n2)cc1	0
Cc1[nH]ncc1Nc1ccccc1C(C)C	-1
COC(=O)C1=CN(c2ccc(F)cc2)C(N)=C(C#N)C1c1cccc(F)c1 (stereo unspecified)	-1
CCOC(=O)C1(C)CCCN1C(=O)c1ccc(N(C)C)cc1 (stereo unspecified)	1
COc1cccc(CN2CCC2(C)C(=O)Nc2cccc(Oc3ccccc3)c2)c1OC (stereo unspecified)	0
Cc1ccc2cc(NC(=O)C3(C)CCN(C)C3)ccc2n1 (stereo unspecified)	0
O=C1Nc2ccccc2NC(c2ccc3c(c2)OCO3)=C1N(Cc1ccc(F)cc1)C(=O)c1ccco1	-2
Cc1ccccc1-c1csc(C(O)c2ccccc2)n1 (stereo unspecified)	-3
CC(C)(C)c1ccc(C(=O)N2CCC2(C)C(=O)NCc2cccc3ccccc23)cc1 (stereo unspecified)	-10
CC(C)COC(=O)N1CCCC(c2cc(C(=O)Nc3ccccc3Cl)no2)C1 (stereo unspecified)	4
CC(=O)Nc1nc2ncccn2c1-c1ccc(C(F)(F)F)cc1	-1
CC(C)(C)OC(=O)C1[C@H](O)C=CC[C@H]1S(=O)c1ccccc1 (stereo partly specified)	1
CCOC(=O)[C@]12CCCCC/C=C\1N(Cc1ccc(OC)cc1)C(=O)[C@H]2CC(=O)N1CCCC1	1
COc1ncccc1-c1cc2nc(NCCCN(C)C)n(C)c(=O)c2s1	14
CC(C)NC(=O)C1(C)CN(S(C)(=O)=O)CC(=O)N1Cc1cccc(F)c1 (stereo unspecified)	1
CC(=O)Nc1ccc(-c2ccnc3c2CC(C)(C(=O)NCC2CC2)O3)cc1 (stereo unspecified)	-3
CC(NCc1ccco1)C(=O)N1CCN(Cc2ccccc2F)CC1 (stereo unspecified)	-2
Clc1ccc(-n2c(SCc3cccc4ccccc34)nnc2-c2ccco2)cc1	3
O=C(OC12CCCN(C1)/C(=C/c1ccncc1)C2)C1CCCCC1 (stereo unspecified)	-1
Cn1c(=O)oc2cc(S(=O)(=O)N3CCN(CCO)CC3)ccc21	-3
O=C1Nc2ccccc2C(=O)N2c3ccccc3NC(=O)C12 (stereo unspecified)	2
CC(C)(C)OC(=O)NCc1ccc(NC(=O)c2nc[nH]c2C(=O)Nc2cc(Br)ccc2F)cc1	-1
CCOC(=O)[C@]12CCCC=C1N(Cc1ccco1)C(=O)[C@H](CC(=O)NCCC(C)C)C2	2
CN(C)CCN(Cc1ccccc1)C(c1ccnc2ccccc12)c1nnnn1-c1ccc2c(c1)OCCO2 (stereo unspecified)	-5
Cn1ccc2c(N3c4ccccc4CCc4ccccc43)cc3c(c21)C1CCC3O1 (stereo unspecified)	-20
CC1(C(=O)NC2CCCC2)CCC(=O)N1CCc1c[nH]c2ccccc12 (stereo unspecified)	5
CC(=O)c1cc(-c2ccc(-c3ccccc3)c(F)c2)c(=O)n2c1CCC2	-2

Next section, overlapping the part above by 7 compounds.
SMILES	PI4K2A block
O=C1Nc2ccccc2C(=O)N2c3ccccc3NC(=O)C12 (stereo unspecified)	2
CC(C)(C)OC(=O)NCc1ccc(NC(=O)c2nc[nH]c2C(=O)Nc2cc(Br)ccc2F)cc1	-1
CCOC(=O)[C@]12CCCC=C1N(Cc1ccco1)C(=O)[C@H](CC(=O)NCCC(C)C)C2	2
CN(C)CCN(Cc1ccccc1)C(c1ccnc2ccccc12)c1nnnn1-c1ccc2c(c1)OCCO2 (stereo unspecified)	-5
Cn1ccc2c(N3c4ccccc4CCc4ccccc43)cc3c(c21)C1CCC3O1 (stereo unspecified)	-20
CC1(C(=O)NC2CCCC2)CCC(=O)N1CCc1c[nH]c2ccccc12 (stereo unspecified)	5
CC(=O)c1cc(-c2ccc(-c3ccccc3)c(F)c2)c(=O)n2c1CCC2	-2
C[C@H]1[C@@H](OC(=O)NC2CCC2)CC[C@@]23CCCN2C(=O)CCC[C@@H]13	-1
COc1ccc(S(=O)(=O)N2CCCCC2c2cc(C(=O)Nc3ccc4c(c3)OCO4)no2)cc1 (stereo unspecified)	3
CNc1cncc(-c2cccc(OC)c2F)n1	2
CCCCCCC(=O)NC1CCCCN(Cc2ccc(Cl)cc2)C1=O (stereo unspecified)	-2
COC(=O)[C@]12C[C@H](CC(=O)NCc3cccc(C(F)(F)F)c3)C(=O)N(CCc3ccc(OC)c(OC)c3)C1=C[C@H](COCc1ccccc1)O[C@@H]2C	-4
CC(C)(C)NC(=O)C(c1cc2ccccc2o1)n1c(=O)c(-c2ccccc2)nc2ccccc21 (stereo unspecified)	0
COc1ccc(CNC(=O)c2[nH]c(C(F)(F)F)nc2-c2ccccc2)cc1OC	1
O=C(NC(c1ccc(Cl)cc1)c1cnccn1)C1CCN(Cc2ccc(Oc3ccccc3)cc2)CC1 (stereo unspecified)	-3
CN1C(=O)C(c2cn(C)c3ccccc23)(c2cn(C)c3ccccc23)c2cc(Br)ccc21	-7
CN(C)c1cccc(NC(=O)c2cccc3c(-c4ccc(F)c(F)c4)coc23)c1	-2
CCCCOCCCNC(=O)C[C@H]1C(=O)N(Cc2ccc(OC)cc2)C2=CCCC[C@@]21C(=O)OCC	-2
CN(C)[C@@H]1C(=O)C(C(=O)NCN2CCCC2)=C(O)[C@@]2(O)C(=O)C3=C(O)c4c(O)cccc4[C@@](C)(O)C3C[C@@H]12 (stereo partly specified)	-3
O=C(NCCc1ccccc1)OCc1cn(Cc2cc(F)ccc2F)nn1	-1
CC1(C(=O)NCc2ccc(F)c(F)c2)Cc2c(-c3ccc4c(c3)OCO4)ccnc2O1 (stereo unspecified)	-11
CC(C)(C)c1ccc(-c2nnc3n2N=C(c2ccc(Cl)cc2)CS3)cc1	2
COc1ccc(NC(=O)C2(C)Cc3c(-c4cccc(NC(C)=O)c4)ccnc3O2)cc1OC (stereo unspecified)	3
CCCCn1nnnc1C(c1ccccc1)N1CCN(c2cccc(C)c2C)CC1 (stereo unspecified)	2
CNc1cncc(-c2ccoc2)n1	-2
Cc1cccc(S(=O)(=O)NC(=O)C2(C)CCN2C(=O)Cc2ccccc2)c1 (stereo unspecified)	2
COC(=O)[C@]12C[C@H](CC(=O)NCc3cccc(C(F)(F)F)c3)C(=O)N(Cc3ccco3)C1=C[C@H](C1CCCC1)O[C@@H]2C	1
C(=C\c1ccccc1)/CN1CCN(C(c2cccs2)c2nnnn2-c2ccc3c(c2)OCCO3)CC1 (stereo unspecified)	-1
Cc1ccc(S(=O)(=O)C[C@@H]2OC3CCCCC3N2S(=O)(=O)c2ccc(C)cc2)cc1 (stereo partly specified)	-3
COc1ccc(OCCN2CCC(C(=O)NC(c3ccc(Cl)cc3)c3cnccn3)CC2)cc1 (stereo unspecified)	-9

Compound activity deposited in PubChem BioAssay by National Center for Advancing Translational Sciences (NCATS).
